# Source: PubChem BioAssay
# NCOA2 inhibitor: human SRC2 (NCOA2) inhibition; Q15596; 0.17% of 370,000 active; inhibition, % at 9 µM; AID 651957; HEK293 GAL4-SRC2 luciferase reporter, luminescence;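 active means inhibition above the mean inhibition of all tested compounds plus 3 SD, set per campaign, cut at about 52% in these data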;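 further: 0% = DMSO treated cells and 100% = cells given Gossypol at 36 µM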
# TROY signal inh: TROY signaling inhibition. Q293 LMP1-TROYcd NF-kB luciferase reporter, 4 h. 0.98% of 360,000 active. inhibition, % at 10 µM;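 active means compounds whose plate-normalised and pattern-corrected inhibition of the luciferase reporter signal at the single screening dose is 50% or more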
# TLR9-MyD88 inh: inhibitors of human TLR9-MyD88 binding. Q9NR96+Q99836. CHO BLA complementation TLR9-MyD88, CCF4 FRET ratio. inhibition, % at 4.98 µM. 0.21% of 340,000 active. AID 504734;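 active means inhibition above the mean over all tested compounds plus 3 SD, cut at about 21% in these data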;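 further: 0% = DMSO only wells and 100% = clavulanate BLA inhibitor control wells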
# TWEAK Fn14 block: TWEAK-Fn14 signaling inhibition | TWEAK-stimulated Fn14 reporter cells, luciferase luminescence, 8 h | inhibition, % at 10 µM | 2% of 360,000 active; in the data active means inhibition above about 50%
# TRAIL sens C8: caspase-8 TRAIL sensitization. NB7+C8 cells + TRAIL, ATPlite viability luminescence. inhibition (viability loss, TRAIL sensitization), % at 10 µM. 1% of 360,000 active. AID 624354;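 active means compounds causing at least 50% loss of cell viability in the single-dose screen, relative to plate controls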
# COUP-TFII inh: NR2F2 (human) inhibition, primary screen; P24468; HEK293T NGFI-A luciferase reporter, luminescence; inhibition, % at 8.6 µM; 0.7% of 370,000 active;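 active means inhibition above a per-plate cutoff, mean inhibition of test wells between control levels plus 3 SD, cut at about 38% in these data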;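 further: cells cotransfected with COUP-TFII expression vector driving the NGFI-A reporter; 0% = median of COUP-TF2 test wells and 100% = reporter-only cells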
# EBV LMP1 NFkB: reduces LMP1-driven NF-kappaB luciferase signal | LMP1-induced NF-kappaB luciferase reporter cells, luminescence | inhibition, % at 12.5 µM | 0.69% of 350,000 active; in the data active means inhibition above about 41%;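 further: 0% = neutral control wells and 100% = reference inhibitor control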
# NCOA1 inh: inhibits human SRC1 coactivator | Q15788 | HEK293 GAL4-SRC1 luciferase reporter, luminescence | inhibition, % at 3.6 µM | 0.12% of 360,000 active | AID 588354;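 active means inhibition above the campaign mean plus 3 SD, with each screening campaign given its own cutoff, cut at about 60% in these data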;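 further: 0% = DMSO treated cells and 100% = gossypol at 36 µM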
# NCOA3 inh: human NCOA3 inhibition. Q9Y6Q9. HEK293 GAL4-SRC3 luciferase reporter, luminescence. inhibition, % at 3.6 µM. 0.17% of 360,000 active. AID 588352;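 active means inhibition above a per-campaign cutoff, the mean of all compounds plus 3 SD, cut at about 60% in these data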;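 further: 0% = DMSO-treated cells and 100% = gossypol-treated cells at 36 µM; higher means less SRC3-driven luciferase light from the GAL4 reporter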
# LRH-1 inv ag: NR5A2 inverse agonism in reporter assay | inhibition, % at 3.6 µM | O00482 | AID 602396 | 0.13% of 360,000 active | HEK293T StAR-luciferase reporter, LRH-1 transfected, 24 h;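 active means inhibition above the mean inhibition of all tested compounds plus 3 SD, cut at about 73% in these data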;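 further: 0% = DMSO wells and 100% = reporter-only cells lacking LRH-1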
# NOD2-RIPK2 inh: blocks binding of human NOD2 to RIPK2 | O43353 | CHO BLA complementation NOD2-RIPK2, CCF4 ratio | inhibition, % at 4.98 µM | 0.38% of 360,000 active; in the data active means inhibition above about 21%;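 further: 0% = vehicle only and 100% = reference blocker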
# Starred values were filed as active, the others as inactive; x = not tested or not shown. Some of the compounds tested; the hit share may differ from the screen's.
# Results follow in this order: NCOA2 inhibitor	TROY signal inh	TLR9-MyD88 inh	TWEAK Fn14 block	TRAIL sens C8	COUP-TFII inh	EBV LMP1 NFkB	NCOA1 inh	NCOA3 inh	LRH-1 inv ag	NOD2-RIPK2 inh
[1] C[C@@H]1CN([C@@H](C)CO)C(=O)c2cccc(NC(=O)C3CCCCC3)c2O[C@@H]1CN(C)C(=O)NC1CCCCC1
    9	11	-1	4	-7	8	4	10	3	-18	-5
[2] COc1cccc(N2CC(O)=C(c3ccccc3)C2=N)c1
    -14	1	-5	16	11	-8	2	-5	8	4	-1
[3] Nc1nc(-c2ccccc2)cs1
    -40	-28	-6	-8	-2	-6	-23	-45	-24	-51	-8
[4] CN(Cc1nc2ccccc2c(=O)[nH]1)C(=O)c1ccc(NC(=O)CSc2nnnn2C)cc1
    -11	-12	2	8	-5	16	8	-5	27	15	0
[5] O=C(/C=C/c1ccc(Cl)cc1)Nc1ccc(CN2CCOCC2)cc1
    -49	33	-9	20	33	57*	10	-14	14	11	4
[6] C#CCOCCOCCOCCNc1nc(N2CCN(C(=O)Cn3cc(CCCN=C(N)N)nn3)CC2)nc(N2CCN(C(=O)Cn3cc(CC(C)O)nn3)CC2)n1 (stereo unspecified)
    10	-22	-11	4	-6	-18	2	-11	-21	-11	-9
[7] CCCn1c(SCC(=O)NCC)nc2sc3c(c2c1=O)CCC3
    -17	-13	6	-3	-18	10	-4	3	-16	-5	-4
[8] Nc1ccc(C(=O)c2cccs2)cn1
    -9	5	-7	5	-4	13	-9	-14	5	10	3
[9] Cc1ccc(NC(=O)/C=C\C(=O)NCC(=O)O)cc1C
    -5	7	-8	7	3	-23	-3	-1	6	4	1
[10] CC(O)C(NS(=O)(=O)c1ccc(Cl)cc1)C(=O)OCC(=O)c1ccc2c(c1)NC(=O)CO2 (stereo unspecified)
    0	14	1	-15	-45	-23	1	-3	4	-5	-3
[11] Nc1c2c(nc3ccccc13)N(c1ccccc1)CC2
    -32	-28	-5	-24	-7	-21	-10	4	15	-7	-3
[12] Cc1ccc(CNC(=O)COc2ccc(C)nc2[N+](=O)[O-])cc1
    -34	-17	7	-52	-4	-7	-2	-5	-1	12	-7
[13] COC(=O)Cn1cnc2scc(-c3ccc(C)cc3)c2c1=O
    -2	7	6	5	-8	-11	3	-4	-28	20	4
[14] CC(=O)NCc1c(Cl)cccc1-n1cccc1
    3	3	-6	-5	-6	-7	-8	-16	-8	8	-4
[15] Cn1cnnc1SCC(=O)c1cccc([N+](=O)[O-])c1
    15	-1	9	-3	-3	-2	19	1	4	24	0
[16] CC(OC(=O)c1ccc(Cl)nc1)C(=O)NCc1ccc2c(c1)OCO2 (stereo unspecified)
    -7	-5	5	6	15	9	-2	-6	-8	22	-5
[17] C=C(C)CN(CC)C(=O)c1ccc(OC2CCN(S(=O)(=O)N(C)C)CC2)cc1
    -20	-20	15	-5	2	-2	2	-2	-12	13	-9
[18] COc1ccc(CN2CCNC(=O)C2CC(=O)NCCCC2CCCC2)c(C)c1C (stereo unspecified)
    -30	17	13	14	14	11	-1	-35	-4	3	2
[19] COC(=O)/C=C1\NCCSC1=O
    -6	-31	-13	-12	-5	3	-2	2	-7	-11	12
[20] O=C(OC(C(=O)c1c[nH]c2ccccc12)c1ccccc1)c1cnccn1 (stereo unspecified)
    9	-17	5	7	-15	-18	4	-6	-11	4	-4
[21] O=C(CCc1nc2ccccc2c(=O)[nH]1)Nc1ccccc1N1CCCCC1
    -27	-8	0	-11	-1	10	-1	1	-38	23	4
[22] CCOCCCN1C(=O)C(=O)N(CC(=O)N2c3ccccc3NC(=O)CC2C)C1=O (stereo unspecified)
    -2	7	-4	12	-10	1	1	-1	-3	-16	-2
[23] Nc1ncc2c(n1)-c1ccoc1CC2
    18	3	-1	17	-3	21	1	4	8	-8	0
[24] CC(C)(CO)NCc1cccs1
    9	-11	6	11	-3	6	6	-6	8	12	-4
[25] O=C(O)c1[nH]c2ccc(Cl)cc2c1CCN1C(=O)c2ccccc2C1=O
    -2	12	-9	4	-8	6	-5	-15	17	4	-4
[26] CC(=O)Nc1cccc(CNCc2cccc(NC(C)=O)c2)c1
    -2	15	0	1	26	1	-2	8	-7	-15	-9
[27] Cc1ccc(C(=O)Oc2ccc(-c3nccc(-c4ccccn4)n3)cc2)cc1
    -1	-17	6	-28	6	17	-3	-12	-2	-2	-2
[28] O=C(Cc1ccccc1)NNC(=O)Nc1ccccc1
    -3	-16	9	32	-6	-3	-7	-4	4	8	-8
[29] COc1cc2c(cc1OC)C(C)=NCC2
    3	8	7	-6	-16	-15	-2	-7	-30	-11	-10
[30] COC(=O)c1ccc2[nH]cc(CCO)c2c1
    -4	-4	-6	-1	-3	-8	1	5	3	7	-10
[31] O=C(CSc1ccc2nnc(-c3cccc(F)c3)n2n1)NCc1ccco1
    5	8	4	5	-12	17	-8	17	11	5	0
[32] C=CCNCCCCOc1c(Cl)cc(C)cc1Br
    -7	2	-7	-30	19	-9	-6	13	-4	1	-4
[33] CC(Oc1ccc(F)cc1)C(=O)/C=C\N(C)C (stereo unspecified)
    -26	2	9	16	12	0	5	-5	2	-1	7
[34] O=C(O)C1C2CCC(O2)C1C(=O)NCc1ccncc1 (stereo unspecified)
    -13	-12	3	2	7	-6	3	-1	11	-5	-6
[35] COc1ccc(CCNC(=O)CCc2ccccc2O)cc1OC
    7	2	-6	-1	-18	-4	0	-10	-6	-13	3
[36] CC(C)N1CCC(N2CCN(Cc3cccc4nonc34)CC2CCO)CC1 (stereo unspecified)
    8	4	10	0	5	-5	4	-16	-5	8	-2
[37] C=CCOc1cccc(/C=N/NC(=O)CN2CCCCC2)c1
    -15	0	-1	-11	-28	12	-4	-5	14	-5	-6
[38] Cc1ccc(C(c2nnnn2CC2CCCO2)N2CCN(Cc3ccccc3)CC2)cc1 (stereo unspecified)
    16	13	0	-17	-10	3	-9	-7	7	-1	-4
[39] COc1ccc(NC(=O)NC2CC3CCCC(C2)N3Cc2ccccc2)cc1 (stereo unspecified)
    4	-28	-8	5	-25	-11	0	-2	-3	-5	3
[40] CC(=O)Nc1ccc(S(=O)(=O)N2CCN=C2SCc2cccc(C)c2)cc1
    0	0	4	-10	-13	7	-5	-12	-21	8	1
[41] CC(NC(=O)NC1CCCCC1)c1ccc2c(c1)OCO2 (stereo unspecified)
    -20	6	-8	-3	-3	-1	-13	-2	1	0	3
[42] CC(C)(C)n1nnnc1C(c1ccncc1)N1CCN(C2CCCCC2)CC1 (stereo unspecified)
    -9	-9	-5	-4	-26	-12	8	15	10	-28	3
[43] CN(Cc1ccccc1)C(=O)c1cccc(NC(=O)Cc2ccc(NC(=O)C3CCN(C(=O)C4CCCCC4)CC3)cc2)c1
    -2	12	0	-33	12	-7	-5	-3	-1	-9	-2
[44] O=C1c2cccc3c([N+](=O)[O-])c(O)cc(c23)C(=O)N1Nc1ccccc1
    11	1	-7	14	-2	16	4	3	12	-6	4
[45] O=c1c2[nH]c3ccccc3c2ncn1CCCn1ccnc1
    -15	10	-1	7	9	-12	-13	-21	-16	-4	-7
[46] CC(NC(=O)C1CCC(=O)N1Cc1ccc(F)cc1)c1ccc2c(c1)OCCO2 (stereo unspecified)
    -30	12	12	-6	9	-16	-1	12	5	23	-1
[47] Cc1ccc(S(=O)(=O)c2c(C)c(C)c(C)[nH]c2=O)cc1
    -14	-7	6	6	-14	18	7	-20	14	-4	0
[48] O=C(N/N=C/c1ccccc1F)c1cc2c(ccc3ccccc32)o1
    -34	1	-8	-5	3	18	-6	15	2	-16	-12
[49] COc1ccccc1S(=O)(=O)N(C)C[C@H]1OCc2cnnn2CCCC(=O)N([C@@H](C)CO)C[C@H]1C
    -23	-6	-1	3	10	-8	5	-12	2	-8	4
[50] Cc1cccc(NC(=O)c2c(C)nn(-c3ccccc3)c2Cl)c1
    -23	-42	-14	10	9	-2	-19	-24	-28	-86	-9

# Continued, overlapping the part above by two compounds.
# Results follow in this order: NCOA2 inhibitor	TROY signal inh	TLR9-MyD88 inh	TWEAK Fn14 block	TRAIL sens C8	COUP-TFII inh	EBV LMP1 NFkB	NCOA1 inh	NCOA3 inh	LRH-1 inv ag	NOD2-RIPK2 inh
[49] COc1ccccc1S(=O)(=O)N(C)C[C@H]1OCc2cnnn2CCCC(=O)N([C@@H](C)CO)C[C@H]1C
    -23	-6	-1	3	10	-8	5	-12	2	-8	4
[50] Cc1cccc(NC(=O)c2c(C)nn(-c3ccccc3)c2Cl)c1
    -23	-42	-14	10	9	-2	-19	-24	-28	-86	-9
[51] Cc1ccc(S(=O)(=O)NC(CC(C)C)C(=O)N2CC(C)OC(C)C2)cc1 (stereo unspecified)
    15	-1	-3	-5	-13	-3	-4	2	3	-4	-9
[52] CCCS(=O)(=O)NC(=O)C1(C)CCN(C(=O)c2ccc(F)c(C)c2)C1 (stereo unspecified)
    6	-3	x	1	-7	-6	x	-18	-33	21	1
[53] Cc1ccc(NC(=O)c2ccc(S(=O)(=O)N3CCCCC3)cc2)cc1
    -14	-24	1	17	7	9	-29	-26	-15	-21	9
[54] Cc1cc(F)ccc1S(=O)(=O)N(C(=O)c1ccncc1)c1ccc(OC(=O)c2ccncc2)cc1
    7	62*	x	56*	1	9	-12	-5	2	-11	-9
[55] Cc1cc(NC(=O)COn2nnc3ccc(S(C)(=O)=O)cc32)ccc1Br
    9	15	3	-18	14	6	-3	0	2	33	-6

# Compounds shown so far that have a Cl atom (7):
# Results follow in this order: NCOA2 inhibitor	TROY signal inh	TLR9-MyD88 inh	TWEAK Fn14 block	TRAIL sens C8	COUP-TFII inh	EBV LMP1 NFkB	NCOA1 inh	NCOA3 inh	LRH-1 inv ag	NOD2-RIPK2 inh
[5] O=C(/C=C/c1ccc(Cl)cc1)Nc1ccc(CN2CCOCC2)cc1
    -49	33	-9	20	33	57*	10	-14	14	11	4
[10] CC(O)C(NS(=O)(=O)c1ccc(Cl)cc1)C(=O)OCC(=O)c1ccc2c(c1)NC(=O)CO2 (stereo unspecified)
    0	14	1	-15	-45	-23	1	-3	4	-5	-3
[14] CC(=O)NCc1c(Cl)cccc1-n1cccc1
    3	3	-6	-5	-6	-7	-8	-16	-8	8	-4
[16] CC(OC(=O)c1ccc(Cl)nc1)C(=O)NCc1ccc2c(c1)OCO2 (stereo unspecified)
    -7	-5	5	6	15	9	-2	-6	-8	22	-5
[25] O=C(O)c1[nH]c2ccc(Cl)cc2c1CCN1C(=O)c2ccccc2C1=O
    -2	12	-9	4	-8	6	-5	-15	17	4	-4
[32] C=CCNCCCCOc1c(Cl)cc(C)cc1Br
    -7	2	-7	-30	19	-9	-6	13	-4	1	-4
[50] Cc1cccc(NC(=O)c2c(C)nn(-c3ccccc3)c2Cl)c1
    -23	-42	-14	10	9	-2	-19	-24	-28	-86	-9
